Assay outcomes deposited in PubChem BioAssay by National Center for Advancing Translational Sciences (NCATS).
Luciferase inh: inhibitors of firefly (Photinus pyralis) luciferase. purified P. pyralis luciferase, luminescence, biochemical. hit rate 2.5% among 76,000. Potency, µM (doses to about 115 µM), for the others: at the highest dose activity change, negative = inhibition, hits mostly inhibitors. P08659. AID 1347043; note: potency is the fitted concentration of half-maximal effect; nearly all actives have a fitted effect of over 65% in size
Target sequence (P08659 whole entry, looked up): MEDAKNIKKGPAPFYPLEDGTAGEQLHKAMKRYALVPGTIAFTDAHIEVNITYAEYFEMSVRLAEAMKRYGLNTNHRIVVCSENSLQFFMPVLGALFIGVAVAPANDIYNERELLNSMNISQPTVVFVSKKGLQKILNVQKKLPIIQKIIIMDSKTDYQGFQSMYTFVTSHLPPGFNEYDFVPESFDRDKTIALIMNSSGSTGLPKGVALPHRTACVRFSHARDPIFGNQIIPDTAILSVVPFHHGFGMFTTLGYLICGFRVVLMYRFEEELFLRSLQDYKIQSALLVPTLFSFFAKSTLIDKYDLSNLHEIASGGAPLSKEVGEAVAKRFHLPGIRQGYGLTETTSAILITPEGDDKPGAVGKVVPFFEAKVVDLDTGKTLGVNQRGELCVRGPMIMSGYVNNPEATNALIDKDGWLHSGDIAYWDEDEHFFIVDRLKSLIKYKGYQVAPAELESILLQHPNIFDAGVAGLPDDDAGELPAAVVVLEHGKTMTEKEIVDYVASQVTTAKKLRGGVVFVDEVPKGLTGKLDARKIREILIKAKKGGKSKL
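Purified P. pyralis luciferase (10nM final) in 50mM Tris acetate pH 7.5, 10mM Mg acetate, 0.01% Tween-20, 0.05% BSA with 10uM D-luciferin and 10uM ATP. Compounds titrated qHTS. Luminescence imaged on CCD.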
HEK293 tox: HEK 293 cell cytotoxicity. HEK 293 viability, ATP luminescence (CellTiter-Glo), 48-72 h. Potency, µM (titrated, usually from 115 µM), for inactives: top-dose activity change, negative = cytotoxicity, hits mostly inhibitors. hit rate 6.6% among 94,000. AID 1345083; note: potency is the fitted concentration of half-maximal effect; nearly all actives have a fitted effect of over 60% in size
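HEK 293 cells at 250 cells/well were exposed to compounds by pintool transfer for 48 or 72 hr at 37 degree Celsius, 5% CO2. Viability was read as ATP-coupled luminescence with CellTiter-Glo after 10 min at room temperature.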
HEK293 viab: counter-screen for SNCA expression inhibitors: cell viability; HEK-293-SNCA-luc viability, GF-AFC fluorescence, 24 h; AID 1671193; Potency, µM (highest dose often 57.1 µM), for the others: at the top dose activity change, negative = cytotoxicity, most hits filed as cytotoxic; hit rate 0.12% among 150,000;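 note: potency is the fitted concentration of half-maximal effect; 0% = DMSO-treated cells and -100% = medium-only wells without cells; nearly all actives have a fitted effect of over 30% in size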
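Cytotoxicity counterscreen: after 24 h compound treatment of genome-edited SNCA-luciferase HEK-293 cells, live-cell protease substrate GF-AFC read by fluorescence after 30 min; activity scaled between DMSO (0%) and medium-only (-100%), curves Hill-fitted.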
NIH3T3 tox: kills NIH 3T3 cells | NIH 3T3 viability, CellTiter-Glo ATP luminescence, 48-72 h | hit rate 4.3% among 94,000 | Potency, µM (series often up to 96.7 µM), inactives show at the highest dose activity change, negative = cytotoxicity, hits mostly inhibitors; note: potency is the fitted concentration of half-maximal effect; nearly all actives have a fitted effect of over 55% in size
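Cytotoxicity was measured by CellTiter-Glo ATP luminescence after 48 or 72 h compound exposure at 37 °C. Mouse NIH 3T3 fibroblasts were seeded at 400 cells/well and dosed by 23 nL pin transfer.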
GPT2 inh: blocks human glutamate pyruvate transaminase 2; hit rate 0.25% among 100,000; Recombinant GPT2, coupled pyruvate oxidase/HRP Amplex Red fluorescence; Potency, µM (top dose mostly 57.7 µM), for the others: top-dose activity change, negative = inhibition, hits mostly inhibitors; AID 1671188; Q8TD30; note: potency is the fitted concentration of half-maximal effect; nearly all actives have a fitted effect of over 60% in size; many of its hits are not listed in these tables
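GPT2 10ng/uL, a-KG 250uM, L-Ala 2mM, HEPES pH7.5 + 0.0001% Tween; 30 min RT. Then Amplex mix (PO/HRP/ThPP), 30 min RT dark, fluorescence. AOA 50uM used as positive control.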
SNCA expr inh: reduces expression of the alpha-synuclein gene; HEK-293 SNCA-luciferase knock-in, luminescence, 24 h; Potency, µM (highest dose often 57.2 µM), without a hit: at the top dose activity change, negative = inhibition, usual class: inhibitors; hit rate 0.17% among 140,000; AID 1671194;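 note: potency is the fitted concentration of half-maximal effect; plate controls were DMSO cells for no effect and cell-free wells for full effect; nearly all actives have a fitted effect of over 45% in size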
IP6K1 inhibitor: IP6K1 kinase inhibition; Q92551; IP6K1 kinase, ADP-Glo luminescence, 2 h; hits give low values; activity change, % (series mostly up to about 58 µM); hit rate 0.81% among 140,000; AID 1645851; in the data active = activity change below about -25%
Target sequence (Q92551 whole entry, looked up): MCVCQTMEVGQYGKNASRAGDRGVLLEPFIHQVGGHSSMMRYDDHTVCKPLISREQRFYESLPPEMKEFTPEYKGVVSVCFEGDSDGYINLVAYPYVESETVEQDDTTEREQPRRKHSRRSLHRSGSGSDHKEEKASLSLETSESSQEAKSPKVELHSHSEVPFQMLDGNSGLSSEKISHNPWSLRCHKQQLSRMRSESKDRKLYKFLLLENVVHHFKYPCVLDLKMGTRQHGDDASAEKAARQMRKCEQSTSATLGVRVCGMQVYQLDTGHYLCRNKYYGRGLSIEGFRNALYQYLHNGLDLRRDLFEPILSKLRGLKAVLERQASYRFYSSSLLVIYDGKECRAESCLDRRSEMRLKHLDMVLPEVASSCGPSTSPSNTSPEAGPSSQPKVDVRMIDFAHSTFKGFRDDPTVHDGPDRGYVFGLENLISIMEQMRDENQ
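ADP-Glo luminescence measures ADP made by human IP6K1 during a 2 h RT reaction with ATP/IP6 (mix at 1.3 mM/130 uM); top library doses 57.5 and 19.1 uM final.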
* hit, by the source's call; i = inactive; ? = inconclusive; · = no result given; [ ] = remark or other dose. Unless noted, calls come from the whole dose curve; as a rule, active = well fitted curve in the direction sought with a large enough effect; inconclusive = small, poorly fitted or top-dose-only effect, or another doubt; inactive = no such curve, though single readings can be large; an effect the other way counts as inactive or inconclusive. Unless noted, % is set by controls: 0 for no effect and ±100 for the full control effect.

SMILES	Luciferase inh	HEK293 tox	HEK293 viab	NIH3T3 tox	GPT2 inh	SNCA expr inh	IP6K1 inhibitor
Cc1nnc(-c2cc(-c3cnn(C)c3)ccn2)n1C1CCCCC1	0%[172 µM]	2%[172 µM]	-8%[87.6 µM]	?	-10%[88.5 µM]	-1%[87.6 µM]	-2
CCn1c2c(c(=O)n1Cc1ccccc1)CCN(C(=O)c1ncccn1)C2	2%[172 µM]	i	3%[87.6 µM]	?	i	23%[87.6 µM]	19
COc1ccc2c(CNCCc3cccs3)c(C(=O)O)n(Cc3ccc(F)cc3Cl)c2c1	·	·	?	·	·	?	3
CN(C)C(=O)N1CCCn2nc(CNC(=O)Nc3cccc(C#N)c3)cc2C1	0%	3%	3%	-5%	i	-9%	27
CNC(=O)C1CCC(Cn2c(=O)c3sccc3n(Cc3ccc(F)cc3)c2=O)CC1 (centres undefined)	·	·	1%	·	·	-27%	-3
COc1ccccc1-c1ccc(C(=O)N2CCC(C(=O)NC3CC3)CC2)cc1	·	?	3%[12.5 µM]	-29%	i	9%	15
Cc1ccc(-c2cc(C(=O)N3CCC4(CC(=O)NC4=O)C3)n[nH]2)o1 (centres undefined)	5%	i	9%	i	3%	8%	3
Cc1cc(C(=O)N[C@@H]2CCOC[C@H]2OCC(=O)O)sc1-c1ccccc1	?	i	2%	-1%	-11%[11.5 µM]	-5%	-6
CC(C)(C)C(=O)N1CCOC[C@H]1c1ncc(-c2ccc(OC(F)(F)F)cc2)[nH]1	-2%[172 µM]	?	-11%[87.6 µM]	?	?	-17%[87.6 µM]	-3
COCCOC1CCN(C(=O)Cc2cccc(OC)c2)CC1	-14%	11%	-6%[12.5 µM]	i	i	14%	22
COc1ccnc(N2C[C@@H]3OCC(=O)N(CC4CC4)[C@@H]3C2)n1	0%[172 µM]	-11%[172 µM]	-3%[87.6 µM]	-19%[138 µM]	i	-9%[87.6 µM]	-6
O=[S+]1([O-])NCC2(CCN(Cc3c(F)cccc3F)C2)Oc2ccncc21 (centres undefined)	·	i	3%	-1%	i	-8%	2
O=C(c1cn[nH]c1-c1ccc(F)cc1)N1CC2CC(C1)[C@H]1CCCC(=O)N1C2 (some centres undefined)	-6%	3%	-1%	i	i	0%	22
Cc1nc(-c2c3n(c(=O)n(Cc4cccc(Cl)c4)c2=O)CCCCC3)no1	-1%	-8%	2%	-14%	i	35%[activator]	23
COc1cc(C2c3c(-c4c(C)cc(C)cc4O)n[nH]c3C(=O)N2Cc2ccco2)cc(OC)c1OC (centres undefined)	·	·	-5%	·	·	-1%	-5
O=C(CCNS(=O)(=O)c1ccc2c(c1)CCCC(=O)N2)Nc1cccc(Cl)c1	·	·	-1%	·	·	10%	7
CC1=C(C(=O)Nc2ccccc2)C(c2cc(Br)ccc2F)n2ncc(C(=O)Nc3ccccc3)c2N1 (centres undefined)	·	·	3%	·	·	-26%	2
CCNC(=O)N1CCC(Cc2nncn2CC)C1 (centres undefined)	-6%	12%	-6%	i	i	3%	9
CSc1ccc(-c2nc3cccc(C)n3c2Nc2ccc(Cl)cc2)cc1	·	·	-2%	·	·	-24%	3
Cc1noc(C)c1-c1cc(-c2cccc(N3CCOCC3)c2)cn2cncc12	-13%[172 µM]	?	-6%[87.6 µM]	18µM*	-12%[88.5 µM]	5%[87.6 µM]	-13
CC1=C[C@@H](CC#N)[C@H](C(C)C)C[C@H]1CC(=O)NCc1ccc(F)cc1	1%[172 µM]	89µM*	-15%[87.6 µM]	?	-6%[88.5 µM]	0%[87.6 µM]	-5
CCOC(=O)c1cc2c(=O)n3ccccc3nc2n(CC2CCCO2)c1=NC(=O)c1cccc(C(F)(F)F)c1 (centres undefined)	·	·	?	·	·	16%	-9
Cc1ccc(CS(=O)(=O)N2CCC(C3CCNC3)CC2)cc1C (centres undefined)	-6%	89µM*	-4%	?	0%	-4%	5
O=C(Nc1cccc(F)c1)N1Cc2[nH]cnc2C[C@H]1c1nc(-c2ccc(F)c(Cl)c2)no1	?	?	?	?	-6%	13%	22
COc1cccc(-c2cc3c(=O)n(CCNC(=O)C(C)Oc4ccccc4)ccn3n2)c1 (centres undefined)	?	45µM*	-13%	?	2%	8%	-5

Compound profiles, as listed above.
Cc1noc(C)c1-c1cc(-c2cccc(N3CCOCC3)c2)cn2cncc12 as listed: Luciferase inh: -13%[172 µM]; HEK293 tox: ?; HEK293 viab: -6%[87.6 µM]; NIH3T3 tox: 18µM*; GPT2 inh: -12%[88.5 µM]; SNCA expr inh: 5%[87.6 µM]; IP6K1 inhibitor: -13
Cc1cc(C(=O)N[C@@H]2CCOC[C@H]2OCC(=O)O)sc1-c1ccccc1 as listed: Luciferase inh: ?; HEK293 tox: i; HEK293 viab: 2%; NIH3T3 tox: -1%; GPT2 inh: -11%[11.5 µM]; SNCA expr inh: -5%; IP6K1 inhibitor: -6

Returning to the listing; the 3 compounds before the break are reprinted first.
SMILES	Luciferase inh	HEK293 tox	HEK293 viab	NIH3T3 tox	GPT2 inh	SNCA expr inh	IP6K1 inhibitor
Cc1ccc(CS(=O)(=O)N2CCC(C3CCNC3)CC2)cc1C (centres undefined)	-6%	89µM*	-4%	?	0%	-4%	5
O=C(Nc1cccc(F)c1)N1Cc2[nH]cnc2C[C@H]1c1nc(-c2ccc(F)c(Cl)c2)no1	?	?	?	?	-6%	13%	22
COc1cccc(-c2cc3c(=O)n(CCNC(=O)C(C)Oc4ccccc4)ccn3n2)c1 (centres undefined)	?	45µM*	-13%	?	2%	8%	-5
CCCCSCc1cc(C(=O)N2CC(C)(C)C(C)(O)C2)oc1C (centres undefined)	-1%	?	1%	-22%	?	24%	12
Cc1cc2nc3n(c(=O)c2n1CC(=O)Nc1cccc(C(F)(F)F)c1)CCC3	4%	?	-15%	?	?	1%	13
O=C1NCC2(CCN([S+](=O)([O-])c3ccccc3)CC2)Oc2ccccc21	-9%	-26%	-24%	?	-31%	35%	3
COc1ccccc1CNC(=O)CS(=O)Cc1nc(-c2ccc(OC)c(OC)c2)oc1C (centres undefined)	·	·	-1%	·	·	-6%	3
CC1=C(C(=O)Nc2ccc(Cl)cc2)C(c2ccccc2F)n2nc(SCc3cccc(Cl)c3)nc2N1 (centres undefined)	·	·	3%	·	·	6%	-14
Fc1ccc(OC2CNC2)c(F)c1	·	-11%[230 µM]	0%[87.6 µM]	-7%[174 µM]	-16%[88.5 µM]	25%[87.6 µM]	38
COC[C@H]1CCCN1C(=O)C[C@@H]1O[C@H](CNS(=O)(=O)c2ccc(Cl)cc2)[C@@H](O)[C@H]1O	-3%	-3%	3%	-5%	-15%	-13%	18
CCCn1c2ccccc2c2cnn(CC(=O)NCCCN(Cc3ccccc3)C(C)C)c(=O)c21	·	·	4%	·	·	-9%	-16
CC(=O)N[C@@H]1C=C[C@@H](c2c(C)nn(-c3ccc(C(F)(F)F)cc3)c2C)C1	14µM*	79µM*	-14%[87.6 µM]	89µM*	-27%[88.5 µM]	87%[activator][87.6 µM]	-3
COCc1nnc2n1CCC(NC(=O)c1ccn(C)n1)CC2 (centres undefined)	-14%	-7%	-1%	-10%	i	3%	5
CNC(=O)[C@@H](c1ccc(OC)cc1)N1CCC[C@H]1C(=O)NC1CCCC1	1%[172 µM]	1%[172 µM]	2%[87.6 µM]	4%[138 µM]	4%[88.5 µM]	6%[87.6 µM]	-7
CN(C)C(=O)CC(O)c1cc2n(n1)CCN(C/C=C/c1ccccc1)C2 (centres undefined)	0%	i	8%	3%	0%	9%	40
Cc1ccc(C)c(NC(=O)c2cc3cn(C4CC4)cc3s2)c1	-11%	?	-4%	?	-19%	18%	-5
COCCN(Cc1ccccc1F)Cc1cc2c(cc1OC)OCO2	3%	?	-17%	-13%	-4%	5%	10
COCCN1C(=O)CS(=O)C12CCN(C(=O)c1ccc3cc[nH]c3c1)CC2 (centres undefined)	9%	i	-4%	i	i	-20%	-8
Cc1cccc(C(=O)Nc2cc3nn(-c4ccc(C(C)C)cc4)nc3cc2C)c1	·	·	5%	·	·	11%	-1
COC1CC(O[C@H]2CC[C@@]3(C)C(=CC[C@]4(O)C3[C@H](OC(C)=O)[C@@H](OC(=O)c3ccccc3)[C@]3(C)[C@@H](C(C)=O)CC[C@@]34O)C2)OC(C)C1OC1CC(OC)C(OC2CC(OC)C(OC3OC(C)C(OC4OC(CO)C(O)C(O)C4O)C(OC)C3O)C(C)O2)C(C)O1 (some centres undefined)	·	·	0%[12.5 µM]	·	?	·	11
O[C@H]1CC[C@@H](Cc2cc(-c3ccc(F)cc3)on2)O[C@@H]1CNC1CCOCC1	?	i	2%[87.6 µM]	0%[174 µM]	-1%[88.5 µM]	103%[activator][87.6 µM]	-2
Cc1nc(-c2ccccc2)n(Cc2nc(-c3ccc(Cl)cc3)oc2C)c(=O)c1CCO	4%	-3%	7%	i	4%	11%	-14
NC(=O)c1cc[nH]c1C1CCCN(Cc2ccc3c(c2)CCO3)C1 (centres undefined)	7%	-13%	1%[12.5 µM]	-17%	i	?	4
Cn1cc(C(=O)NCCc2ccc(Cl)cc2)c(=O)c2cc(S(=O)(=O)N3CCCCC3)ccc21	·	·	-16%	·	·	?	13
Cc1cc(C)c(NC(=O)CN2C(=O)c3cccnc3Oc3ccc(Cl)cc32)c(C)c1	·	·	8%	·	·	-17%	-5
CC(=O)N1CCC(N(CCCOC(C)C)C(=O)Nc2ccc(C)c(C)c2)CC1	·	·	-10%	·	·	0%	20

The list is partial (hit frequency here may not be typical).
